697 NFkB inh: inhibitors of the PMA/ionomycin-induced NF-kB reporter in 697 B cells; 697 B-cell NF-kB luciferase reporter, 16 h; inhibition, % at 4 µM; hit rate 0.33% among 330,000; in the data active = inhibition above about 35%
tim23-1 inh: inhibits growth of tim23-1 mutant yeast. S. cerevisiae tim23-1 growth, BacTiter-Glo luminescence, 24 h. inhibition, % at 20 µM. AID 463212. hit rate 1.3% among 330,000;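 active = growth inhibition of the mutant yeast at or above 50%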;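 also: temperature-sensitive mutant grown at 25 °C; plate controls were DMSO-treated mutant yeast for no effect and medium wells lacking yeast for full effect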
UPR XBP1 act: activators of adaptive arm of unfolded protein response (XBP1) | AID 463104 | CHO-XBP1 luciferase reporter, IRE1-XBP1 UPR activation, luminescence; percent of tunicamycin response, DMSO as zero | activation, % at 20 µM | hit rate 0.33% among 330,000;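 active = versus positive control, 20 µM dose yields 30% or more activation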;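 also: 100% = tunicamycin at 10 µg/mL and 0% = DMSO only wells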
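Assay system: IRE1-XBP1 luciferase reporter CHO line. Input: 1000 cells/well. Buffer or medium: F12 with 10% serum. Doses: 20 µM, 1% DMSO. Times: overnight seeding at 37 °C, 6 h compound treatment at 37 °C. Technique: Steady-Glo luciferase glow luminescence, 10 min after reagent addition.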
TIM10 inh: TIM10 yeast growth inhibition; hit rate 1.4% among 330,000; AID 463195; inhibition, % at 10 µM; S. cerevisiae TIM10 strain growth, BacTiter-Glo luminescence, 24 h;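 active = inhibition of 40% or more at the single tested concentration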;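 also: wild-type TIM10 isogenic control strain grown at permissive 25 °C; 0% = DMSO yeast wells and 100% = minimal medium wells without yeast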
tim10-1 inh: inhibits growth of tim10-1 mutant yeast. S. cerevisiae tim10-1 ts strain growth, BacTiter-Glo, 24 h. hit rate 2.2% among 330,000. inhibition, % at 20 µM;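 active = inhibition of at least 40%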;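 also: mutant grown at 25 °C; 0% = DMSO wells with yeast and 100% = wells holding no yeast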
Jurkat NFkB inh: inhibitors of the PMA/ionomycin-induced NF-kB reporter in Jurkat cells; inhibition, % at 4 µM; hit rate 0.53% among 330,000; PMA/ionomycin-induced NF-kB luciferase reporter, luminescence; in the data active = inhibition above about 50%
CHOP UPR activ: activators of apoptotic arm of unfolded protein response (CHOP) | CHO-CHOP luciferase reporter, UPR activation, luminescence; percent of tunicamycin response over DMSO baseline | activation, % at 10 µM | hit rate 0.34% among 330,000 | AID 449763;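 active = at 10 µM dose, activation of 40% or more, normalized to positive control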;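 also: 100% = tunicamycin at 10 µg/mL and 0% = DMSO alone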
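System: CHO CHOP reporter cells. Amount: 500 cells per well. Buffer or medium: F12 medium, 10% FBS. Compound dosing: one dose, 10 µM in 0.5% DMSO. Incubation: 6 h compound exposure at 37 °C after overnight seeding. Technique: Steady-Glo luciferase luminescence. Benchmarks: tunicamycin and DMSO controls.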
Mdm2 MdmX PPI: human Mdm2/MdmX binding inhibition; O15151+Q00987; SaOS-2 split-luciferase Mdm2/MdmX complementation, luminescence; inhibition, % at 8 µM; hit rate 3% among 330,000;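 active = inhibition of at least 50% at 8 µM in the primary screen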
Target sequence (O15151 whole entry, looked up): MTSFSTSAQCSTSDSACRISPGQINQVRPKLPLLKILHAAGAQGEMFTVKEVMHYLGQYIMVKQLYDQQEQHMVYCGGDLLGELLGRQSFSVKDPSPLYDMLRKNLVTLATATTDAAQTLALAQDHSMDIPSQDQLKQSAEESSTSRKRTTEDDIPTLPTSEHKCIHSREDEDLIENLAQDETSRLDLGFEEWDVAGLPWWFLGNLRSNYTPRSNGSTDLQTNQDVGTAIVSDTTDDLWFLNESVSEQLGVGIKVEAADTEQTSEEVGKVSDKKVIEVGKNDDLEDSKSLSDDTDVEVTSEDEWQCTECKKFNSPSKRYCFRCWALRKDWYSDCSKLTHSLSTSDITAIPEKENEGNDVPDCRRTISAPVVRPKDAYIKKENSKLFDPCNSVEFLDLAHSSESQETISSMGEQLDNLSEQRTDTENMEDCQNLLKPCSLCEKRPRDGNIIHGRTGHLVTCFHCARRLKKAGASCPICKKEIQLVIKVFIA
Target sequence (Q00987 whole entry, looked up): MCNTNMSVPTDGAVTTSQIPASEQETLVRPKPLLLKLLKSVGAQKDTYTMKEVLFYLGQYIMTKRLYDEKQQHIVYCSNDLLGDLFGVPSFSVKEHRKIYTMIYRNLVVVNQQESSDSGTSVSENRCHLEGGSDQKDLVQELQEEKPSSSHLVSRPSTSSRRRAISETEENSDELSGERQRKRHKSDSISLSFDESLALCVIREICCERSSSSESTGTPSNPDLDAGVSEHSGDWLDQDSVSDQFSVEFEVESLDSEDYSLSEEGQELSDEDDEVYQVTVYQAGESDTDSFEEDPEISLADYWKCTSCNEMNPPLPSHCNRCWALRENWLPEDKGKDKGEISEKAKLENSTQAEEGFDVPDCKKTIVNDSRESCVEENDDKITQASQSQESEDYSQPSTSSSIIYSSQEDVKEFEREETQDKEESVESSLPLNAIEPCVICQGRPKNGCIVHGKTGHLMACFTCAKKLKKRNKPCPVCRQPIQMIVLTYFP
Active calls of the source: *. Random draw from the library; overall some 6.6% were active at least once.

SMILES	697 NFkB inh	tim23-1 inh	UPR XBP1 act	TIM10 inh	tim10-1 inh	Jurkat NFkB inh	CHOP UPR activ	Mdm2 MdmX PPI
CCN(CC)S(=O)(=O)c1cccc(C(=O)Nc2ccccc2C(=O)N2CCOCC2)c1	-0.1	9.6	-0.7	-15.1	9.2	-15.5	-1.7	0.5
CCOc1ccc(CNc2ccc(CNc3ncn[nH]3)cc2)cc1	4.7	1.6	0.2	4.5	7.3	11.7	2.7	0.1
COc1cccc(/C=N/NC(=O)c2cc(C34CC5CC(CC(C5)C3)C4)[nH]n2)c1	-8.6	65.7*	-1.6	9.7	9.3	-9.5	0.9	6.7
COCCn1c(=O)[nH]c(=O)c2cc(C(=O)c3cc(Cl)ccc3O)cnc21	13.7	19.7	-3.8	11.9	14.0	9.2	0.3	20.2
O=C1CN(C(=O)COC(=O)c2ccccc2O)c2ccccc2N1	-5.1	4.5	-3.7	7.2	6.6	2.6	0.8	-24.0
CCn1ncc(Cl)c1C(=O)NC(C)c1ccccc1 (stereo not drawn)	-5.5	9.5	6.3	6.6	10.7	-18.0	0.2	36.3
COc1ccc(NC(=O)C(CCSC)NC(N)=O)cc1NS(=O)(=O)c1ccc(F)cc1 (stereo not drawn)	16.1	-0.4	-1.9	7.8	10.3	4.2	-1.8	-1.1
CCOC(=O)CC1C(=O)NCCN1S(=O)(=O)c1ccc(NC(C)=O)cc1 (stereo not drawn)	12.2	6.8	-2.2	7.1	6.9	7.1	3.7	32.9
Cc1ccc(S(=O)(=O)NNC(=O)c2ccccc2-n2cccc2)cc1	-14.9	26.9	-6.1	22.4	34.0	11.6	1.2	-4.9
CCCN(c1ccc(C(C)C)cc1)S(=O)(=O)c1c(C)noc1C	-17.8	-19.2	-1.3	-46.0	-8.3	-22.4	-1.2	11.9
CC(C)c1ccc(C2/C(=C(/O)c3ccccc3)C(=O)C(=O)N2CCCN2CCOCC2)cc1 (stereo not drawn)	-58.5	21.4	0.3	15.6	25.9	-68.0	0.0	-5.7
C=C1CCN([C@@H](CC(C)C)C(=O)NCc2ccccc2)S(=O)(=O)c2ccccc21	7.2	28.8	-1.7	9.0	11.2	15.2	-0.5	-5.4
COc1cccc(CC(NC(C)=O)C(=O)NC2CCN(S(=O)(=O)c3ccc(NC(C)=O)cc3)CC2)c1OC (stereo not drawn)	19.2	5.6	-6.9	3.9	1.3	8.9	2.1	-4.6
Cc1ccc(C(=O)NNC(=O)C2CCCN(c3ncccn3)C2)cc1 (stereo not drawn)	8.4	-6.0	1.4	3.6	-1.0	-2.9	0.0	16.3
CCOC(=O)N1CCC(NC(=O)CCC(=O)N2CCOc3ccccc32)CC1	18.4	5.0	0.2	9.8	2.5	-9.5	1.5	10.4
COc1ccc(/C=N/NC(=O)c2ccn[nH]2)cc1CN1CCOCC1	5.4	-6.7	3.1	-45.5	-69.5	-7.4	1.2	6.9
COC(=O)CCCC1=CC2=CC(=O)C(C)(OC(=O)c3cccs3)C(=O)C2=CN1Cc1ccc2c(c1)OCO2 (stereo not drawn)	11.2	19.3	3.3	7.1	5.3	-6.0	1.2	22.3
COCCn1c(SCC(=O)Nc2ccc3c(c2)OCCO3)nnc1-c1c[nH]c2ccccc12	-3.7	9.7	1.3	7.3	22.8	-6.1	0.3	-13.2
COc1cccc2c(=O)c3ccoc3n(C)c12	11.7	-9.5	-0.4	-9.3	-2.2	-11.9	0.1	-18.3
CC(C)(C)C(=O)c1cn(CC(=O)O)c2ccccc12	-13.3	-5.1	-1.2	8.2	-4.2	-5.8	0.5	1.4
CCC(C)(C)NC(=O)C(C)OC(=O)c1nsc(Cl)c1Cl (stereo not drawn)	30.2	20.9	1.3	11.5	17.5	0.2	-0.8	-2.9
O=C(NCCCNC(=O)c1ccc(Cl)cc1Cl)c1ccco1	14.3	2.9	-5.3	-9.6	5.0	6.1	1.4	35.2
CCc1cccc(CC)c1NC(=O)Cn1c(-c2ccc(F)cc2)noc1=O	6.6	-5.1	-1.9	-24.3	-2.8	-7.9	0.7	14.6
CCCCn1c(N)c(N(CC)C(=O)c2cc(S(=O)(=O)N3CCN(CC)CC3)ccc2Cl)c(=O)[nH]c1=O	16.4	8.5	-2.8	3.1	2.5	-1.5	0.2	-10.3
[O-][n+]1onc2c1CCC(=N/O)/C2=N\Nc1ccccc1	0.1	5.9	3.4	15.2	13.7	2.1	2.9	16.7
Next records:
SMILES	697 NFkB inh	tim23-1 inh	UPR XBP1 act	TIM10 inh	tim10-1 inh	Jurkat NFkB inh	CHOP UPR activ	Mdm2 MdmX PPI
Cc1ccc(S(=O)(=O)Nc2nonc2C)cc1	12.2	7.6	-1.9	-8.9	5.4	-6.6	0.8	2.3
COc1cc(C(=O)N(Cc2ccccc2)c2cccc(C)c2)ccc1OC(F)F	-8.4	23.8	0.4	9.1	23.1	21.4	-1.4	27.9
CSc1cccc(NC(=O)C2CCN(S(=O)(=O)c3cnc[nH]3)CC2)c1	-1.2	-4.9	-0.6	-7.6	-19.0	-1.2	-0.8	3.7
CC1=NN(c2ccccc2)C(=O)C1(C)C	9.9	7.9	-7.2	-4.4	-0.2	1.8	2.2	0.6
CC1CC(C)CN(C(=O)C(NS(=O)(=O)c2ccc(Br)s2)c2ccccc2)C1 (stereo not drawn)	-2.0	44.6	1.4	34.1	38.9	11.9	1.0	-6.4
CCOC(=O)N1CCN(C(c2ccccc2)c2sc3nc(C)nn3c2O)CC1 (stereo not drawn)	-2.7	4.8	-3.2	5.3	0.4	6.3	-1.7	-5.9
Cn1c(NNC(=O)c2ccc(C(C)(C)C)cc2)cc(=O)n(C)c1=O	-7.5	11.9	-0.5	9.8	11.8	-13.5	0.0	-2.6
O=C(N1CCOCC1)N1CCN(c2ccccn2)CC1	18.8	-2.3	-1.2	-2.5	3.9	1.7	1.1	10.2
Nc1cccc(C(=O)N/N=C/c2ccsc2)c1	-8.7	14.3	3.3	7.2	10.0	-9.2	0.6	-19.9
CCCCNC(=O)c1onc(CSc2cccc(OCC)c2)c1C(=O)O	-34.0	3.3	-2.8	0.4	0.8	-5.1	-0.2	-1.3
CC(C)OCCCNC(=O)c1ccc(N(C)S(C)(=O)=O)cc1	-3.1	-6.9	2.4	-7.8	9.3	1.6	0.6	-1.9
C=C1CCN([C@@H](Cc2ccccc2)C(=O)NCCCc2ccccc2)S(=O)(=O)c2ccccc21	-3.2	30.0	-3.9	20.6	24.6	6.0	-0.5	3.9
COc1ccccc1-c1nnc(SCC(=O)Nc2ccc(Cl)cc2Cl)o1	-18.1	19.7	-0.3	13.4	34.6	-10.2	0.7	-16.7
CCN1C(=O)[C@H]2[C@H]3[C@H](O)[C@H](O)C/C(=N\O[C@H](C)c4cn([C@H](CO)Cc5ccccc5)nn4)[C@@H]3CC[C@H]2C1=O	4.2	11.8	1.9	13.1	9.2	7.6	1.2	0.7
COc1ccc(/C=N/NC(=O)c2sccc2C)c2ccccc12	-30.1	8.6	5.0	-16.9	-7.1	-43.7	3.7	3.6
CC(C#N)Sc1nc2ccccc2c(=O)n1-c1ccccc1 (stereo not drawn)	31.2	29.1	-4.9	5.7	20.6	-2.9	-2.4	24.1
COc1cccc2c(N/N=C/c3ccco3)cc(C)nc12	-22.2	15.0	8.4	-2.8	-2.8	-15.7	4.4	17.9
COc1ccc(Cc2nc3ccc(C(=O)NCCc4ccncc4)cc3o2)cc1OC	-26.7	-9.8	-6.1	-16.9	-0.5	9.6	0.4	10.8
O=C(COc1ccc(C(=O)NCCN2CCOCC2)cc1)Nc1cccc(C(F)(F)F)c1	-12.6	-19.8	-4.3	1.5	-7.2	5.7	3.0	15.0
Cc1cccc(-c2sc(Nc3ccccc3)n[n+]2-c2ccc(F)cc2)c1	22.4	-2.0	-3.5	-14.9	-15.3	-28.5	2.0	-5.4
Cc1nc2ccccc2c(=O)n1Cc1ccc([N+](=O)[O-])cc1	-1.5	17.8	-3.2	-19.4	-12.6	5.3	1.4	6.4
CC1=CC(C)(C)[N+](C)(C)c2ccccc21	6.2	-8.3	-1.9	-1.7	-6.6	7.1	-1.1	15.6
O=C(NC1CCCC1)c1ccc2c(c1)N(Cc1ccccc1)CCS2	-2.0	10.0	-4.3	14.9	-5.1	-9.6	-1.4	3.9
C=CC#CC1(O)CC(C)[N+](C)(C)CC1C (stereo not drawn)	4.8	1.5	-0.6	9.9	23.5	0.1	-0.8	-20.7
c1ccc(-c2cncnc2)cc1	11.3	-3.9	-3.0	-6.3	-17.5	-10.2	-0.6	9.0

An excerpt from above in order of count of non-hydrogen atoms, lowest first:
SMILES	697 NFkB inh	tim23-1 inh	UPR XBP1 act	TIM10 inh	tim10-1 inh	Jurkat NFkB inh	CHOP UPR activ	Mdm2 MdmX PPI
c1ccc(-c2cncnc2)cc1	11.3	-3.9	-3.0	-6.3	-17.5	-10.2	-0.6	9.0
CC1=CC(C)(C)[N+](C)(C)c2ccccc21	6.2	-8.3	-1.9	-1.7	-6.6	7.1	-1.1	15.6
Nc1cccc(C(=O)N/N=C/c2ccsc2)c1	-8.7	14.3	3.3	7.2	10.0	-9.2	0.6	-19.9
O=C(N1CCOCC1)N1CCN(c2ccccn2)CC1	18.8	-2.3	-1.2	-2.5	3.9	1.7	1.1	10.2
Cn1c(NNC(=O)c2ccc(C(C)(C)C)cc2)cc(=O)n(C)c1=O	-7.5	11.9	-0.5	9.8	11.8	-13.5	0.0	-2.6
Cc1cccc(-c2sc(Nc3ccccc3)n[n+]2-c2ccc(F)cc2)c1	22.4	-2.0	-3.5	-14.9	-15.3	-28.5	2.0	-5.4
CC1CC(C)CN(C(=O)C(NS(=O)(=O)c2ccc(Br)s2)c2ccccc2)C1 (stereo not drawn)	-2.0	44.6	1.4	34.1	38.9	11.9	1.0	-6.4
CCOC(=O)N1CCN(C(c2ccccc2)c2sc3nc(C)nn3c2O)CC1 (stereo not drawn)	-2.7	4.8	-3.2	5.3	0.4	6.3	-1.7	-5.9
COc1cc(C(=O)N(Cc2ccccc2)c2cccc(C)c2)ccc1OC(F)F	-8.4	23.8	0.4	9.1	23.1	21.4	-1.4	27.9
O=C(COc1ccc(C(=O)NCCN2CCOCC2)cc1)Nc1cccc(C(F)(F)F)c1	-12.6	-19.8	-4.3	1.5	-7.2	5.7	3.0	15.0

The list continues:
SMILES	697 NFkB inh	tim23-1 inh	UPR XBP1 act	TIM10 inh	tim10-1 inh	Jurkat NFkB inh	CHOP UPR activ	Mdm2 MdmX PPI
O=C1NC(CCc2ccccc2)C(=O)N1CCOc1cccc(Br)c1 (stereo not drawn)	13.4	16.7	-3.4	-23.2	-23.1	1.5	-0.6	-2.0
C/C(=N\NC(=O)c1nnn(-c2nonc2N)c1-c1ccc2c(c1)OCO2)c1ccc(C)cc1	-18.6	-3.0	-1.2	-7.3	1.0	1.0	0.2	33.4
O=C(/C=C/c1ccc(Cl)cc1)N(Cc1cccs1)C1CCS(=O)(=O)C1 (stereo not drawn)	-11.8	15.6	-2.3	10.4	14.8	-16.1	1.0	19.5
Nc1ccc(C#Cc2ccc3sc4ccccc4c(=O)c3c2)cc1	-44.1	22.6	4.3	25.8	18.6	-53.5	4.8	-218.3
COc1ccccc1/C=N/NC(=S)NCc1ccco1	6.2	39.2	-1.5	10.4	21.3	-9.1	-0.7	14.0
CC(C)c1ccc(NC(=S)N2CCCC2)cc1	-56.2	21.3	-5.2	1.1	22.6	-68.2	6.8	-18.8

Source: PubChem BioAssay (Sanford-Burnham Center for Chemical Genomics)
